Assay outcomes (PubChem)
Apaf1 inhib: inhibitors of human Apaf-1 apoptosome; AID 489030; hit rate 0.71% among 330,000; reconstituted apoptosome caspase-3 activity, DEVD-Rh110 fluorescence; inhibition, % at 20 µM; O14727; active = inhibition of at least 40% at 20 µM;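 note: plate controls were DMSO wells for no effect and DEVD-CHO caspase inhibitor wells for full effect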
Target sequence (O14727 whole entry, looked up): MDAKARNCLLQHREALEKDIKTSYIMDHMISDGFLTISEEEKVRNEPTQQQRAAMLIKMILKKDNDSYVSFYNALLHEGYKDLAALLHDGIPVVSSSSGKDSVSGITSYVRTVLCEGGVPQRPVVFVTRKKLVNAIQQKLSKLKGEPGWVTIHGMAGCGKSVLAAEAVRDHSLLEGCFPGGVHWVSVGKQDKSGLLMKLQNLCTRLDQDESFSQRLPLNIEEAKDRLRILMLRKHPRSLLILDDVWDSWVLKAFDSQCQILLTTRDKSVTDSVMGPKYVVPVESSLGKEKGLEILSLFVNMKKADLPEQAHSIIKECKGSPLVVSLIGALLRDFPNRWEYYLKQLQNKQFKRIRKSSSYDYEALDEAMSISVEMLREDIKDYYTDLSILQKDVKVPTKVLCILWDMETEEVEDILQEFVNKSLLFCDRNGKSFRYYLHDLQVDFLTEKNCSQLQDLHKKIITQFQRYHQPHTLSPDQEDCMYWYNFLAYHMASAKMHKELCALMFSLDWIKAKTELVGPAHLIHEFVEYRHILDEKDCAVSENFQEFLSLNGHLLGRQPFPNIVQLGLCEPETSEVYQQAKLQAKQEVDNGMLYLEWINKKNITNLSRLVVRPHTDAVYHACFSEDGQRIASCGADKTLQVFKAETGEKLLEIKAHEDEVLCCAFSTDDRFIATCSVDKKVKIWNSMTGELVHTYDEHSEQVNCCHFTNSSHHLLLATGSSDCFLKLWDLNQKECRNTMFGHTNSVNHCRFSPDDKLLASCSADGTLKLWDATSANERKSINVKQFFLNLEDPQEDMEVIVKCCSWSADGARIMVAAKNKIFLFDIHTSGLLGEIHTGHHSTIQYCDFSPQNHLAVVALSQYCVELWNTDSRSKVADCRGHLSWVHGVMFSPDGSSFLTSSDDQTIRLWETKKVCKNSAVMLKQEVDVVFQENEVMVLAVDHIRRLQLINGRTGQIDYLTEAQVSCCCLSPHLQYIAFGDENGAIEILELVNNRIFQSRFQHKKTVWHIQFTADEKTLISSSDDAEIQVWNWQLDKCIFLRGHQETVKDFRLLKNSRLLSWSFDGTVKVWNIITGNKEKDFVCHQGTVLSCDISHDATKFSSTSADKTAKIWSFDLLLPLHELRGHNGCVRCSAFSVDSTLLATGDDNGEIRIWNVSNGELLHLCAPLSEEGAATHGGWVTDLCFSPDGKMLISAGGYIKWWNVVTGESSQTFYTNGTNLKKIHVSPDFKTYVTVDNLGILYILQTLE
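System: Apoptosome proteins | Medium: Hepes pH 7.5 with detergent and BSA | Also added: Cytochrome c trigger plus (Z-DEVD)2-Rh110 caspase-3 substrate | Incubation: 30 min compound preincubation, 50 min activation, room temperature | Detection: Rhodamine 110 fluorescence at Ex 480/Em 540 nm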
hIAP inh: blocks human intestinal alkaline phosphatase. inhibition, % at 10 µM. AID 2544. purified IAP, CDP-Star luminescence, 30 min. hit rate 0.12% among 330,000;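 active = inhibition reaching a set limit with compound at 10 µM in the primary screen, cut at about 35% in these data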;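 note: plate controls were DMSO wells with enzyme for no effect and no-enzyme buffer wells for full effect; values of inactives mirror those of a sister screen read the other way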
tim10-1 inh: tim10-1 yeast growth inhibition. S. cerevisiae tim10-1 ts strain growth, BacTiter-Glo, 24 h. inhibition, % at 20 µM. hit rate 2.2% among 330,000;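 active = inhibition of at least 40%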;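 note: mutant grown at 25 °C; 0% = DMSO wells with yeast and 100% = wells holding no yeast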
hIAP activ: human IAP activation; P09923; purified human IAP, CDP-Star luminescence, 30 min; active compounds read high; 1 = vehicle-only enzyme, 0 = enzyme-free background; activation factor at 10 µM; hit rate 0.16% among 330,000; AID 2524;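 active = activation factor of the enzyme at least 2-fold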; note: the source names both 10 and 20 µM as test concentration; values of inactives mirror those of a sister screen read the other way
mIAP block: mouse IAP inhibition; purified mouse IAP, CDP-Star luminescence, 30 min; inhibition, % at 10 µM; hit rate 0.2% among 330,000; AID 2806;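 active = inhibition of at least 40% at 10 µM in the primary screen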;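 note: plate controls were DMSO with enzyme for no effect and no enzyme wells for full effect; values of inactives mirror those of a sister screen read the other way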
ATG4B inh: ATG4B (human) cysteine protease inhibition | Q9Y4P1 | hit rate 0.51% among 340,000 | ATG4B cleavage of LC3-PLA2, NBD-HPC fluorescence, 1 h | inhibition, % at 8.33 µM; in the data active = inhibition above about 40%
mIAP act: mouse IAP activation | muIAP, CDP-Star luminescence, 30 min; active compounds read high; 1 = vehicle-only enzyme signal, 0 = enzyme-free wells | hit rate 0.24% among 330,000 | activation factor at 10 µM;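 active = activation factor of at least 2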; note: the source names both 10 and 20 µM as test concentration; values of inactives mirror those of a sister screen read the other way
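also added = chemiluminescent substrate CDP-Star | test system = mouse IAP enzyme | signal = chemiluminescence readout | compound = DMSO-dissolved test compounds | incubation = 30 min at room temperature | benchmarks = DMSO wells, no-enzyme wells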
NLRP3 yeast inh: inhibitors of NALP3 inflammasome in yeast; hit rate 0.39% among 330,000; inhibition, % at 10 µM; Yeast reconstituted NLRP3/ASC/caspase-1, beta-gal luminescence, 24 h;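 active = inhibition of 50% or more; inactive = inhibition below 50%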;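 note: plate controls were induced DMSO wells for no effect and uninduced yeast grown without galactose for full effect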
TIM10 inh: growth inhibitors of TIM10 yeast strain; S. cerevisiae TIM10 strain growth, BacTiter-Glo luminescence, 24 h; inhibition, % at 10 µM; hit rate 1.4% among 330,000;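 active = inhibition of 40% or more at the single tested concentration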;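 note: wild-type TIM10 isogenic control strain grown at permissive 25 °C; 0% = DMSO yeast wells and 100% = minimal medium wells without yeast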
* hit, by the source's call. Compounds were not picked by outcome; any-hit rate near 4.5%.

SMILES	Apaf1 inhib	hIAP inh	tim10-1 inh	hIAP activ	mIAP block	ATG4B inh	mIAP act	NLRP3 yeast inh	TIM10 inh
Cc1ccc(S(=O)(=O)N2CC(O)CC2C(=O)OCc2nc3sc(C)c(C)c3c(=O)[nH]2)cc1 (centres undefined)	1	-2	-10	1	5	-6	0.95	8	0
CCCn1nnnc1NCc1ccc(Cl)cc1Cl	-10	11	18	0.89	-5	-9	1.1	7	2
CC1CC(C)CN(S(=O)(=O)c2ccc3c(c2)C(C)(C)C(=O)N3C)C1 (centres undefined)	-7	3	14	0.97	10	-9	0.9	26	16
Cc1ccc(OCCC(=O)N2CCN(c3ccc(O)cc3)CC2)cc1	17	-1	-36	1	3	29	0.97	24	13
Cc1ccccc1C(=O)NC(=S)Nc1ccccc1C(=O)O	-2	-34	30	1.3	10	10	0.91	10	7
Cc1ccc(-c2nnc(SCc3nc4ccccc4[nH]3)n2Cc2ccco2)cc1	4	9	30	0.91	3	-7	0.97	14	22
O=C(CSc1nnnn1C1CC1)N1CCN(c2ccccc2F)CC1	-8	1	-12	0.99	2	5	0.98	5	0
Cc1cc(-c2cccs2)nc(-n2cccc2)n1	10	8	29	0.92	1	2	0.99	-1	26
CCN(CC)c1ccc(/C=N/N2C(=O)c3ccccc3C2=O)cc1	14	-3	32	1	-2	33	1	8	-4
O=C(Nc1cccc(NC(=O)c2ccc(-c3cccc(Br)c3)o2)c1)c1ccco1	12	10	-47	0.9	11	27	0.89	17	19
O=C(N/N=C/c1ccc(Br)o1)/C(=C/c1ccc([N+](=O)[O-])cc1)NC(=O)c1ccccc1	14	2	12	0.98	18	-10	0.82	14	11
CCOc1ccc(NC(=O)COn2nnc3ccc(S(=O)(=O)N4CCOCC4)cc32)cc1	8	-4	12	1	5	5	0.95	14	-4
COc1ccc(NS(=O)(=O)c2ccc(C)c(C(=O)NC3CCN(Cc4ccccc4)CC3)c2)cc1	3	9	-9	0.91	1	-2	0.99	1	9
COc1ccc(OC(=O)COc2ccc(Cl)cc2)cc1	-5	7	7	0.93	1	3	0.99	10	-7
O=C(/C=C/c1cccc(F)c1)Nc1nccs1	3	17	12	0.83	8	-2	0.92	-8	29
COc1cccc(-c2ccc(C#N)c(OC(=O)c3ccc(Cl)cc3)n2)c1	-2	-11	9	1.1	3	-6	0.97	23	-10
COc1ccccc1Cn1c(=S)[nH]c2ccc(F)cc2c1=O	9	11	-1	0.89	8	-7	0.92	20	24
C/C(=N\Nc1nc2ccccc2nc1C)c1ccccc1O	0	-17	6	1.2	18	-5	0.82	17	-11
C[C@@H](CSc1ccccc1)CN1CC[C@H](O)CCC1=O	1	-14	-2	1.1	-7	3	1.1	-1	-3
O=C(COC(=O)C1C2CC3OC(=O)C1C3C2)Nc1ccc(Br)cc1 (centres undefined)	19	8	19	0.93	-8	-4	1.1	12	-1

Reprinted at random: 2 entries already listed.
SMILES	Apaf1 inhib	hIAP inh	tim10-1 inh	hIAP activ	mIAP block	ATG4B inh	mIAP act	NLRP3 yeast inh	TIM10 inh
CCOc1ccc(NC(=O)COn2nnc3ccc(S(=O)(=O)N4CCOCC4)cc32)cc1	8	-4	12	1	5	5	0.95	14	-4
Cc1ccc(-c2nnc(SCc3nc4ccccc4[nH]3)n2Cc2ccco2)cc1	4	9	30	0.91	3	-7	0.97	14	22

A stretch taken from the entries so far, as a working copy:
SMILES	Apaf1 inhib	hIAP inh	tim10-1 inh	hIAP activ	mIAP block	ATG4B inh	mIAP act	NLRP3 yeast inh	TIM10 inh
COc1cccc(-c2ccc(C#N)c(OC(=O)c3ccc(Cl)cc3)n2)c1	-2	-11	9	1.1	3	-6	0.97	23	-10
COc1ccccc1Cn1c(=S)[nH]c2ccc(F)cc2c1=O	9	11	-1	0.89	8	-7	0.92	20	24
C/C(=N\Nc1nc2ccccc2nc1C)c1ccccc1O	0	-17	6	1.2	18	-5	0.82	17	-11
C[C@@H](CSc1ccccc1)CN1CC[C@H](O)CCC1=O	1	-14	-2	1.1	-7	3	1.1	-1	-3
O=C(COC(=O)C1C2CC3OC(=O)C1C3C2)Nc1ccc(Br)cc1 (centres undefined)	19	8	19	0.93	-8	-4	1.1	12	-1

The main list resumes, starting 6 compounds before the break.
SMILES	Apaf1 inhib	hIAP inh	tim10-1 inh	hIAP activ	mIAP block	ATG4B inh	mIAP act	NLRP3 yeast inh	TIM10 inh
O=C(/C=C/c1cccc(F)c1)Nc1nccs1	3	17	12	0.83	8	-2	0.92	-8	29
COc1cccc(-c2ccc(C#N)c(OC(=O)c3ccc(Cl)cc3)n2)c1	-2	-11	9	1.1	3	-6	0.97	23	-10
COc1ccccc1Cn1c(=S)[nH]c2ccc(F)cc2c1=O	9	11	-1	0.89	8	-7	0.92	20	24
C/C(=N\Nc1nc2ccccc2nc1C)c1ccccc1O	0	-17	6	1.2	18	-5	0.82	17	-11
C[C@@H](CSc1ccccc1)CN1CC[C@H](O)CCC1=O	1	-14	-2	1.1	-7	3	1.1	-1	-3
O=C(COC(=O)C1C2CC3OC(=O)C1C3C2)Nc1ccc(Br)cc1 (centres undefined)	19	8	19	0.93	-8	-4	1.1	12	-1
COc1ccc2nc(NNC(=O)C3COc4ccccc4O3)sc2c1 (centres undefined)	0	-72	17	1.7	-5	-6	1	17	-4
Clc1ccc(N=C2SCC3CCCCN23)cc1 (centres undefined)	13	-3	12	1	5	30	0.95	17	-3
CC/C(=N\NC(=O)c1ccoc1C)c1ccc(C)o1	-5	4	10	0.96	6	12	0.94	12	10
COC(=O)c1c(NC(C)=O)sc2c1CCCCC2	7	-7	1	1.1	9	0	0.91	7	-2
Cc1cc(C)cc(NC(=O)Nc2c(Br)cnn2C)c1	1	-2	11	1	-46	-2	1.5	20	-5
Cc1ccc2cc(CN(CC(C)C)C(=O)C3CCCO3)c(=O)[nH]c2c1 (centres undefined)	7	8	6	0.92	-4	0	1	-1	-10
Cc1nn(C)cc1S(=O)(=O)N1CCCC(C(=O)O)C1 (centres undefined)	-9	3	-7	0.97	5	-1	0.95	33	-3
